NCOA1 inh: inhibits human SRC1 coactivator | HEK293 GAL4-SRC1 luciferase reporter, luminescence | inhibition, % at 3.6 µM | actives 0.12% (n = 360,000);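 active = inhibition above the campaign mean plus 3 SD, with each screening campaign given its own cutoff, cut at about 60% in these data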;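 note: 0% = DMSO treated cells and 100% = gossypol at 36 µM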
LMP1 NFkB inh: reduces LMP1-driven NF-kappaB luciferase signal | LMP1-induced NF-kappaB luciferase reporter cells, luminescence | inhibition, % at 12.5 µM | actives 0.69% (n = 350,000); in the data active = inhibition above about 41%;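 note: 0% = neutral control wells and 100% = reference inhibitor control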
NCOA2 inhibitor: inhibits human steroid receptor coactivator 2; inhibition, % at 9 µM; HEK293 GAL4-SRC2 luciferase reporter, luminescence; Q15596; actives 0.17% (n = 370,000); AID 651957;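 active = inhibition above the mean inhibition of all tested compounds plus 3 SD, set per campaign, cut at about 52% in these data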;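 note: 0% = DMSO treated cells and 100% = cells given Gossypol at 36 µM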
LRH-1 inv ag: inverse agonists of human LRH-1 (NR5A2). O00482. HEK293T StAR-luciferase reporter, LRH-1 transfected, 24 h. inhibition, % at 3.6 µM. actives 0.13% (n = 360,000);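 active = inhibition above the mean inhibition of all tested compounds plus 3 SD, cut at about 73% in these data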;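 note: 0% = DMSO wells and 100% = reporter-only cells lacking LRH-1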
Target sequence (O00482 whole entry, looked up): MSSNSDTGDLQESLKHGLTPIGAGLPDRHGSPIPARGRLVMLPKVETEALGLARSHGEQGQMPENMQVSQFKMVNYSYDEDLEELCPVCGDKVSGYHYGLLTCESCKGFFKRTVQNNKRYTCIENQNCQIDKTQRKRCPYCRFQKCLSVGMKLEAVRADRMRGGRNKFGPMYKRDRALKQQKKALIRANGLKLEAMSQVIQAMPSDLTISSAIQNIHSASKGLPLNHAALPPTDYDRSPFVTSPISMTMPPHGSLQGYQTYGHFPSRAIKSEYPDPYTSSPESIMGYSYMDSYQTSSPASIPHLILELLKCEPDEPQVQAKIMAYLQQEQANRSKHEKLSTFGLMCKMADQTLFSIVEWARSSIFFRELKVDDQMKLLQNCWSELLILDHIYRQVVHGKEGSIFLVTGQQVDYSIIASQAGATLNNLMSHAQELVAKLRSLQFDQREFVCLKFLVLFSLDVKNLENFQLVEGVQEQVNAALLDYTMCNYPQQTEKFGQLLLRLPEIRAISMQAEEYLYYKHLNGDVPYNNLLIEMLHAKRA
NOD2 RIPK2 PPI: blocks binding of human NOD2 to RIPK2 | O43353 | CHO BLA complementation NOD2-RIPK2, CCF4 ratio | inhibition, % at 4.98 µM | actives 0.38% (n = 360,000); in the data active = inhibition above about 21%;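 note: 0% = vehicle only and 100% = reference blocker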
TROY NFkB inh: inhibitors of TROY-dependent NF-kB signaling. actives 0.98% (n = 360,000). Q293 LMP1-TROYcd NF-kB luciferase reporter, 4 h. inhibition, % at 10 µM;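 active = compounds whose plate-normalised and pattern-corrected inhibition of the luciferase reporter signal at the single screening dose is 50% or more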
SRC3 inh: human NCOA3 inhibition. actives 0.17% (n = 360,000). inhibition, % at 3.6 µM. HEK293 GAL4-SRC3 luciferase reporter, luminescence. AID 588352;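 active = inhibition above a per-campaign cutoff, the mean of all compounds plus 3 SD, cut at about 60% in these data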;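 note: 0% = DMSO-treated cells and 100% = gossypol-treated cells at 36 µM; higher means less SRC3-driven luciferase light from the GAL4 reporter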
TWEAK-Fn14 inh: TWEAK-Fn14 signaling inhibition | TWEAK-stimulated Fn14 reporter cells, luciferase luminescence, 8 h | inhibition, % at 10 µM | actives 2% (n = 360,000); in the data active = inhibition above about 50%
C8 TRAIL sens: caspase-8 TRAIL sensitization; NB7+C8 cells + TRAIL, ATPlite viability luminescence; inhibition (viability loss, TRAIL sensitization), % at 10 µM; actives 1% (n = 360,000); AID 624354;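 active = compounds causing at least 50% loss of cell viability in the single-dose screen, relative to plate controls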
TLR9-MyD88 inh: blocks human TLR9 binding to MyD88; Q9NR96+Q99836; inhibition, % at 4.98 µM; CHO BLA complementation TLR9-MyD88, CCF4 FRET ratio; AID 504734; actives 0.21% (n = 340,000);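 active = inhibition above the mean over all tested compounds plus 3 SD, cut at about 21% in these data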;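 note: 0% = DMSO only wells and 100% = clavulanate BLA inhibitor control wells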
COUP-TFII inh: inhibitors of human COUP-TFII (NR2F2); inhibition, % at 8.6 µM; HEK293T NGFI-A luciferase reporter, luminescence; actives 0.7% (n = 370,000); AID 686940;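 active = inhibition above a per-plate cutoff, mean inhibition of test wells between control levels plus 3 SD, cut at about 38% in these data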;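 note: cells cotransfected with COUP-TFII expression vector driving the NGFI-A reporter; 0% = median of COUP-TF2 test wells and 100% = reporter-only cells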
Target sequence (P24468 whole entry, looked up): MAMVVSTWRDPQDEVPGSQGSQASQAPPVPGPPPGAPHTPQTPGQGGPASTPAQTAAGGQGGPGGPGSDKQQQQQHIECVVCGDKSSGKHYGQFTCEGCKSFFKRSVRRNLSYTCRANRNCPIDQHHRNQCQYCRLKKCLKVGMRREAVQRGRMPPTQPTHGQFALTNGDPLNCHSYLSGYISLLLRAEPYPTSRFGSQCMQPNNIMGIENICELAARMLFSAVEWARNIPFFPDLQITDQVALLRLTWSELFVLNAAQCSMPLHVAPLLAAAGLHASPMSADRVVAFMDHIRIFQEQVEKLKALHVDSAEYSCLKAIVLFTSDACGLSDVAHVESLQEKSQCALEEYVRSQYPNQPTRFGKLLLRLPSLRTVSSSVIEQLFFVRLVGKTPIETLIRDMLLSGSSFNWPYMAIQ
Starred values were filed as active, the others as inactive; nt = not tested or not shown. These rows are one share of the data; count on the stated rates, not on these rows.

No.	canonical_smiles	NCOA2 inhibitor	LMP1 NFkB inh	COUP-TFII inh	C8 TRAIL sens	TWEAK-Fn14 inh	LRH-1 inv ag	NCOA1 inh	TLR9-MyD88 inh	SRC3 inh	TROY NFkB inh	NOD2 RIPK2 PPI
1	O=C(O)CSCC(=O)NCc1ccccc1Cl	-16	-11	10	5	22	6	8	9	30	-8	-11
2	COc1ccc(N2C(=O)c3ccccc3NC23CCCCC3)cc1	-62	-10	-33	34	17	-154	-109	-5	-101	-8	6
3	O=C(NCc1cccnc1)C1CCC(c2ccc(Cl)cc2)CC1 (centres undefined)	11	19	41*	17	28	26	15	-6	18	23	4
4	O=C(/C=C/c1cccs1)NC(=S)Nc1ccc(C(=O)O)cc1	-10	-2	7	-8	-20	-19	-13	-5	-4	-34	-5
5	O=C(c1cccc([N+](=O)[O-])c1)n1nc(-c2ccccc2)nc1NCc1ccccc1	-14	4	-20	1	-17	-75	-34	1	-19	-42	-2
6	Cc1ccc(N=Cc2cccc(O)c2O)c(C)c1	-1	-27	4	19	7	-12	-13	9	-16	-5	10
7	CC/C(C)=N/NC(=S)NCc1ccco1	-2	0	9	-6	-17	11	-15	-6	15	7	-8
8	COc1ccc(-c2oc(=O)c3cc(OC)c(OC)cc3c2/C=C/c2ccc(F)cc2)cc1	-38	2	10	5	-11	-15	-9	-8	-17	-11	-7
9	CC(Cc1ccccc1)C(=O)N1CCN(C)CC1 (centres undefined)	-1	-9	-14	-13	-5	-5	4	-4	-19	0	-4
10	COC(=O)C1=C(C(=O)OC)[C@@H]2N(Cc3ccccc3)c3ccccc3[C@@]23C[C@@H](C(=O)OC)N(C(C)=O)C3=N1	-14	1	7	4	17	7	-7	0	-2	10	0
11	CCCNC(=O)Cn1c(=O)oc2ccccc21	1	3	14	-14	7	-4	-11	8	-1	-6	-2
12	Oc1ccc(N2CCN(Cc3cc4c(cc3Br)OCCO4)CC2)cc1	5	7	11	7	-22	6	10	13	13	-5	-3
13	Cc1ccc(CS(=O)Cc2ccc(C(=O)N3CCN(c4ccccc4)CC3)o2)cc1 (centres undefined)	20	0	-18	-21	-15	-20	8	2	-65	8	3
14	CCc1sc(N(C(=O)Cc2ccccc2)c2cccc(F)c2)nc1-c1ccc(C)cc1	-22	1	0	7	16	1	-28	-2	1	nt	-4
15	CN1OC[C@@H]2CN(Cc3ccc(Cl)cc3)[C@H](c3cccc(Br)c3)C[C@@H]21	8	2	13	12	18	-1	-10	0	-8	13	6
16	Nc1cc(=O)[nH]c(SCc2nc3ccccc3n2Cc2ccccc2)n1	10	0	-3	-8	-14	-8	-39	8	22	-2	-5
17	COc1ccc(N(Cc2ccccc2)N=O)cc1	-21	-1	-5	5	2	11	9	-1	-18	-50	-25
18	Fc1cccc(/C=C2\CCCC3=C2NC(=S)NC3c2cccc(F)c2)c1 (centres undefined)	11	-2	4	3	-11	12	-46	-5	17	8	-3
19	N#Cc1c(NCCN)nc(NCc2ccccc2)c2c1CCN(Cc1ccccc1)C2	nt	9	nt	-17	7	14	5	-3	26	22	6
20	Cc1cc(NC(=O)CSc2nnc(-c3ccccc3F)n2N)no1	3	3	3	-5	16	-1	3	-3	3	4	-12
21	c1cncc(CNc2ncnc3ccc(-c4ccc5c(c4)OCCO5)cc23)c1	-12	-5	-5	-10	-17	-15	0	11	-9	8	5
22	O=C(O)CNS(=O)(=O)Cc1ccccc1	-8	1	-12	-16	-2	9	4	-6	5	5	2
23	COc1ccc(OC)c(NC(=O)COC(=O)c2c(C)noc2C)c1	2	-2	-1	-6	-5	-9	-3	-14	11	1	-8
24	CCOC(=O)N/N=C(/c1ccccc1)C1CCCCC1	-2	3	-7	2	-6	-20	-11	-8	-4	-7	-1
25	O=C(O)C1C2C=CC(C2)C1C(=O)Nc1cccc(F)c1 (centres undefined)	-1	2	-14	-13	-3	5	-15	-2	-6	-6	-7
26	O=C(C1CC1)N1CCN(Cc2ccccc2)CC1	6	-5	3	5	-15	-3	-2	5	22	3	-4
27	Cc1cc(C)cc(OCC(=O)OCC(=O)Nc2cc(C)nn2-c2ccccc2)c1	1	-1	-2	-6	-9	-20	-22	-3	2	6	-9
28	COc1cc(NS(=O)(=O)c2ccc(NC(=S)NC(=O)c3sc4ccccc4c3Cl)cc2)ncn1	-10	-14	-3	11	-39	-2	-8	-6	12	-20	-8
29	Cc1ccc(NC2C(=O)NC(=O)NC2=O)cc1	-19	-9	3	-15	-3	-4	1	11	7	-31	-6
30	CCN(C(=O)COC(=O)COc1ccc(Cl)c(C)c1)C1CCS(=O)(=O)C1 (centres undefined)	14	3	-4	-23	-5	-1	-5	-1	-24	-8	0
31	COc1ccccc1NC(=O)Nc1c(C)nn(C)c1C	-14	-2	-12	-6	-5	5	-11	9	6	15	12
32	Nc1nc(Nc2cccc(F)c2)nc2ccccc12	-59	-37	-32	27	1	-125	-81	0	-115	-41	-7
33	O=C(NN1CCOCC1)c1cccc(Cl)c1	-4	8	2	0	15	18	-1	5	8	6	-3
34	FCCCOc1ccc(CN2CCN(c3ccccc3F)CC2)cc1	17	-4	-9	2	10	12	-3	-4	23	20	-2
35	COc1ccc(S(=O)(=O)NCCCCNS(=O)(=O)c2ccc(OC)cc2)cc1	-23	-1	5	13	1	-3	-1	-1	9	1	-1
36	FC(F)(F)c1cccc(NC(=S)NCC(c2cccnc2)N2CCOCC2)c1 (centres undefined)	-1	3	13	7	0	-11	-1	-6	-2	14	-5
37	Cc1ccc(-c2csc(C3C(N)=NC(S)=C(C#N)C34CCCCC4)n2)cc1 (centres undefined)	-20	9	-10	-8	-10	-3	-47	-9	-14	6	2
38	O=[N+]([O-])c1cccc(-c2cc(-c3cc(Br)ccc3O)[nH]n2)c1	5	5	-17	23	84*	12	5	-2	-10	33	5
39	COc1ccc(CCNC(=O)c2cc(=O)[nH]c3ccc(Br)cc23)cc1OC	-15	6	-4	8	1	9	4	5	0	9	-11
40	COc1ccc2[nH]c3c(=O)n4c(nc3c2c1)SCC4	-15	-24	-4	-3	-7	-12	-3	1	-11	12	-5
41	CC1(C)N=C(c2ccccc2)C(c2ccccc2)=N1	11	9	-2	-15	-7	11	0	-12	-7	10	0
42	CC(C)c1nnc(NC(=O)CCCCCN2C(=O)C3C4C=CC(C4)C3C2=O)s1 (centres undefined)	-1	-9	5	-5	-19	-4	2	-5	-48	-2	-5
43	CCOc1ccc(S(=O)(=O)Nc2ccc(C(=O)NCc3ccncc3)cc2)cc1	7	1	16	-4	5	-14	-13	3	0	4	-9
44	O=C(Nc1ccc(C(=O)O)cc1)/C(=C\c1ccco1)NC(=O)c1ccc(Br)o1	-6	-5	-16	7	38	-5	-2	2	-3	10	3
45	Cc1c(NC(=O)CN2C(=O)NC(C)(c3ccccc3Cl)C2=O)c(=O)n(-c2ccccc2)n1C (centres undefined)	nt	3	nt	-3	-5	-17	-1	2	8	-4	-6
46	COc1cccc(OC)c1OCC(=O)Nc1ccc(S(=O)(=O)N2CCCC2)cc1	15	10	26	20	33	14	0	1	19	39	-2
47	COc1ccc(N2CC(C(=O)NC3CCSC3=O)CC2=O)cc1 (centres undefined)	15	-3	9	1	-2	-5	14	-1	-20	-4	6
48	Cc1cccc(-n2ncc3c(NCCCN4CCCC4=O)ncnc32)c1	-29	-14	-12	1	7	-43	-44	14	-53	6	-3
49	CCN(CC)C(=O)COc1ccc(/C=C(\C#N)S(=O)(=O)c2ccccc2)cc1OC	-17	-5	-1	3	5	-20	-3	0	-20	6	-13
50	CCC(=O)c1ccc(OCC(O)CN2CCN(c3ccccn3)CC2)cc1 (centres undefined)	-8	-16	8	3	-1	-1	-1	5	3	9	4

Next part.
No.	canonical_smiles	NCOA2 inhibitor	LMP1 NFkB inh	COUP-TFII inh	C8 TRAIL sens	TWEAK-Fn14 inh	LRH-1 inv ag	NCOA1 inh	TLR9-MyD88 inh	SRC3 inh	TROY NFkB inh	NOD2 RIPK2 PPI
51	CCOC(=O)c1oc2cccc(O)c2c1CN(Cc1ccccc1)C(C)=O	14	0	13	9	4	2	-8	0	-1	-13	-3
52	COC(C(=O)NC1CCCCCCC1)c1ccccc1 (centres undefined)	7	-6	10	-3	13	6	9	-1	4	-16	4
53	CCN(CCNS(=O)(=O)c1ccc2c(c1)oc(=O)n2C)c1ccccc1	-7	-2	-11	5	-12	19	-9	5	-22	-13	-4
54	COc1ccc(N2CC(C(=O)N3CCOCC3)CC2=O)cc1 (centres undefined)	-12	1	-2	7	7	5	11	2	-2	-14	-2
55	COc1ccc(C(=O)NC(=S)N2CC(C)OC(C)C2)cc1 (centres undefined)	-10	0	-16	1	-15	-10	5	-7	-5	1	-7
56	Cc1cc[n+](CC(=O)c2ccc3c(c2)OCCO3)cc1	-9	-10	5	-4	6	10	17	-8	10	-2	-1
57	Cn1nc(C(C)(C)C)cc1N1C(=O)CCC1(C)C(=O)NC1CCCCC1 (centres undefined)	-32	nt	0	17	16	-14	8	nt	-30	7	-4
58	CSCC[C@H](NC(=O)c1cc([N+](=O)[O-])ccc1Cl)c1nc2ccccc2[nH]1	40	-3	9	-2	18	23	6	11	4	-19	-7
59	CCCSc1cc(=O)n(-c2ccccc2)nc1C(=O)O	-1	0	9	1	6	0	11	-22	7	-16	-9
